CaV13 FRET inh: Primary screen for inhibitors of IQ motif and Ca2+-dependent inactivation inhibitor domain binding in CACNA1D, Förster resonance energy transfer in living cells, …; HEK cells, CFP/YFP FRET ICDI-IQ, plate reader, 10 min; percent FRET-ratio fall versus neutral wells; inhibition, % at 12.3 µM; actives 0.098% (n = 340,000); AID 743397;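 active = mean replicate inhibition of at least 30% and at least 1% of replicates passing that level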;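 also: 0% = median of the neutral control wells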
Cardio protect: protects H9c2 cardiomyocytes from peroxide injury. protection from H2O2 cell death, % at 20 µM. AID 588492. actives 0.63% (n = 360,000). H2O2 injury protection, ATPLite, 2 h;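 active = compounds giving at least 50% protection of heart cells from peroxide-induced death in the single-dose screen, raw or plate-pattern-corrected value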;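 also: 0% = DMSO wells with peroxide and 100% = DMSO wells without peroxide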
m5-HT2A agonist: agonists of mouse serotonin 5-HT2A receptor (HTR2A). CHO-K1 mHTR2A beta-arrestin complementation, luminescence; percent of 30 µM serotonin response. actives 0.66% (n = 360,000). activation, % at 7.6 µM;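 active = activation above a run cutoff, the mean activation of all tested compounds plus 3 SD, cut at about 14% in these data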;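 also: 0% = plate median of compound wells and 100% = 30 µM serotonin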
Target sequence (P35363 whole entry, looked up): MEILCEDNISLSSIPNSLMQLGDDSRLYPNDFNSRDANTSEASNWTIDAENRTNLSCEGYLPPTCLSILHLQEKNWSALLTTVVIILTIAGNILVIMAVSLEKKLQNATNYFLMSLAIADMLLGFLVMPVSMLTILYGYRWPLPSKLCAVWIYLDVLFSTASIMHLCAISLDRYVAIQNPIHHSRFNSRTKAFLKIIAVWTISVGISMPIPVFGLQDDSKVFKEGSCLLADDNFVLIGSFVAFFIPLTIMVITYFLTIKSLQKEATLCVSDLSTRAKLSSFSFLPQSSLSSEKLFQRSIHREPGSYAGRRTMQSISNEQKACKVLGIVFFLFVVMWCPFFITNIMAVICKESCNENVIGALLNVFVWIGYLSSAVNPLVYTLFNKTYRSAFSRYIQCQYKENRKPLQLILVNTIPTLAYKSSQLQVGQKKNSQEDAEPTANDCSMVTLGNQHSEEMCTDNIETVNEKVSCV
Vif imaging: inhibitors of HIV Vif; actives 0.35% (n = 340,000); AID 602346; inhibition, % at 7.49 µM; HEK293T cells, Vif self-association by quenched fluorescence, imaging, 24 h; in the data active = inhibition above about 50%, passing the limit was not always enough; also: some results filed as inactive read as strong as hits
MC4R antag cAMP: antagonists of human melanocortin 4 receptor (MC4R) | P32245 | MC4R-expressing cells, MTII-stimulated cAMP, LANCE TR-FRET | inhibition, % at 6.5 µM | actives 0.48% (n = 360,000);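 active = inhibition above its plate's cutoff, the mean of tested wells on that plate plus 3 SD, cut at about 29% in these data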;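 also: 0% = Melanotan II alone and 100% = Melanotan II plus saturating MCL0020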
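Material – human MC4R-expressing U2OS cells · Repeats – no replicates · Detection – TR-FRET with Eu-cAMP and labeled anti-cAMP, 671 nm · Times – compound 30 min, challenge 1 h, detection 1 h · Compound – single nominal compound dose of 6.5 µM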
MC4R ag barr: human MC4R agonism via beta-arrestin | U2OS MC4R beta-arrestin complementation, luminescence; percent of melanotan II response, DMSO zero | activation, % at 8.9 µM | actives 0.98% (n = 360,000);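 active = activation above a per-plate cutoff, the mean activation of sample wells on that plate plus 3 SD, cut at about 8% in these data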
Glyco luc inh: blocks N-linked glycosylation in D54 reporter cells. D54 ERlucT glycosylation luciferase reporter, 24 h; percent of 100 nM tunicamycin response. actives 0.23% (n = 360,000). AID 588692. reporter increase, % at 12.5 µM;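 active = mean luciferase reporter signal, scaled so untreated is 0 and the glycosylation-blocking control 100, at or above a set limit in every replicate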;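 also: luciferase carries N-glycosylation sites so blocking glycosylation raises the light; 0% = median of neutral control wells and 100% = median of 100 nM tunicamycin wells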
PDI inh: PDI (human) enzyme inhibition; PDI insulin aggregation turbidity, A650, 90 min; actives 0.052% (n = 350,000); P07237; inhibition, % at 10 µM; AID 588391;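 active = mean inhibition across replicates of 30% or more, whatever share of single replicates reach that level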;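 also: absorbance from insulin aggregation driven by PDI reduction with DTT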
Target sequence (P07237 whole entry, looked up): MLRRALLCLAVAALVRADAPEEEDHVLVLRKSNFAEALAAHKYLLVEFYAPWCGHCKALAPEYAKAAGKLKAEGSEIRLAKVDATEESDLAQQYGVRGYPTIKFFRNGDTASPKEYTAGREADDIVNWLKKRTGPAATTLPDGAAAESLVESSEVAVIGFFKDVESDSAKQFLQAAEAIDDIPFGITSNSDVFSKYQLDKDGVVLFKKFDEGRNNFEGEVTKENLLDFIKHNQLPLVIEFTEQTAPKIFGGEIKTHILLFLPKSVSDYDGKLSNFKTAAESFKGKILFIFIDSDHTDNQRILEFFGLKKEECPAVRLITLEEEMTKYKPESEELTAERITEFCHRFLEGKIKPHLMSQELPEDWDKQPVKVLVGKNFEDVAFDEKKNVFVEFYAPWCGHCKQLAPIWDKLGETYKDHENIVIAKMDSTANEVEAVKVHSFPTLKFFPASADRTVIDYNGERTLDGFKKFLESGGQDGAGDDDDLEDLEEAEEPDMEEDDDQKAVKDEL
ABCB6 inh MLPCN: blocks the human ABCB6 transporter; AID 602162; fluorescence ratio to DMSO, % at 10 µM; K562-ABCB6 porphyrin accumulation, flow cytometry, 1 h; hits give low values; Q9NP58; actives 0.19% (n = 360,000);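 active = fluorescence ratio to DMSO below 75%, the collection mean minus 3 SD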;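 also: signal is porphyrin accumulated inside mitochondria; 100% equals median channel fluorescence of DMSO control wells; lower ratio means ABCB6 inhibition with less porphyrin fluorescence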
aDG glyco act: increases alpha dystroglycan glycosylation | Pro5-aDG cells, alpha-DG glycosylation AlphaScreen (IIH6); 0% Pro5, 100% B10-LARGE cell signal | activation, % at 10 µM | actives 0.22% (n = 360,000);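 active = activation of at least 8% versus controls, or a plate z-score of at least 8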;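 also: Pro5 are CHO cells carrying HIG-tagged alpha-DG that lacks glycosylation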
The depositor's hits bear a star; x = not tested or not shown; & = joins results of further samples; ! = not confirmed by another sample.

SMILES	CaV13 FRET inh	Cardio protect	m5-HT2A agonist	Vif imaging	MC4R antag cAMP	MC4R ag barr	Glyco luc inh	PDI inh	ABCB6 inh MLPCN	aDG glyco act
CCCNC(=O)CCc1c(C)nc2nc(C)nn2c1C	5	7	5	1	3	-1.3	3	12	99	-0.1
CCOc1ccc(/C(C)=N/NC(=O)C(OC)c2ccccc2)cc1 (centres undefined)	-5	5	0	3	0	1.3	1	8	97	-0.3
Cc1ccccc1CC1(CO)CCCN(C(=O)CCCN2CCCCC2=O)C1 (centres undefined)	-3	-1	3	0	-4	2.8	-1	5	101	0.6
COc1ccc(/C=C/C(=O)NC(C)CCc2ccccc2)cc1OC (centres undefined)	-4	-5	-6	7	-1	-0.2	0	9	103	0.0
CCN(CC)CCNCC(=O)N1c2ccccc2CCc2ccc(NC(=O)OC)cc21	-2	-4	3	-2	-5	-0.3	0	0	100	-0.1
Cc1cc(N(C(=O)c2ccco2)C(C(=O)NC2CCCCC2)c2ccccc2)ccc1-n1cnnn1 (centres undefined)	-5	-5	1	-7	18	-0.1	0	-2	98	-0.4
NS(=O)(=O)c1ccc(N/N=C2/CCCc3ccccc32)c([N+](=O)[O-])c1	-5	-1	3	-8	0	-1.9	5	5	96	1.0
CCn1c(-c2cccs2)nc2ccccc21	x	7	-5	-1	0	-2.4	1	3	96	-0.1
COCCN(C(=O)CCC(=O)Nc1nccs1)C(C(=O)NCCC(C)C)c1ccc(OC)cc1 (centres undefined)	-3	-1	-5	-11	-5	-2.9	1	-1	95	0.2
COc1cc(/C=C(\C#N)C(=O)Nc2cccc3ncccc23)cc(OC)c1OC	0	10	-1	1	6	-0.4	0	-4	99	-0.3
CC(C)(C)c1ccccc1OCCCCCNCCO	-8	11	-1	-6	2	-1.6	1	-2	99	2.2
C=C(C)CSc1nc2sc3c(c2c(=O)n1C1CCCCC1)CCN(C)C3	-2	-12	-5	-12	6	-2.1	0	4	96	-0.1
CCOC(=O)c1[nH]c(C)c(CC(C)C)c1C	x	-4	4	10	-7	-0.2	0	-7	92	0.2
Cc1sc2ncnc(NCCN3CCOCC3)c2c1C	-4	-1	0	-26	4	-0.6	-1	21	101	1.9
COc1ccc(-n2nc3cc(C)c(N)c(Br)c3n2)cc1	x	-29	2	7	9	0.2	0	-1	96	-0.2
COc1ccc(N(CC(=O)Nc2cc([N+](=O)[O-])ccc2C)S(C)(=O)=O)cc1OC	-7	5	-1	0	9	-1.0	0	-1	97	-0.2
CCCCNC(=O)NC(C(=O)OC)C12CC3CC(CC(C3)C1)C2 (centres undefined)	-4	3	-2	12	10	-0.6	-3	11	101	-0.5
CC(=O)N(C(C)=O)c1ncnc2c1c(-c1ccc(Cl)cc1)nn2C(C)(C)C	-4	-9	-4	x	19	0.9	-9	7	94	0.0
CC[C@H](C)[C@H](NC(=O)c1ccccc1)C(=O)NC(CC(=O)O)c1ccc(F)cc1 (some centres undefined)	-17	-2	-3	5	0	-1.1	1	0	96	0.1
COc1ccc(N2C(=O)C3CCCN3C2c2ccc(C)cc2)cc1 (centres undefined)	-10	1	-5	22	12	-1.5	0	x	101	0.0
N#Cc1cc2nc(O)c(O)nc2cc1[N+](=O)[O-]	-5	2	-7	51*	7	-1.2	0	-1	100	-0.1
CC(c1ccccc1)N(C)CC(=O)NC(=O)NCCC1=CCCCC1 (centres undefined)	-6	0	7	-10	-5	-2.9	2	-12	94	-0.1
COc1cc(/C=C/C(=O)N2c3ccccc3Sc3ccc(C(F)(F)F)cc32)cc(OC)c1OC	-7	7	-3	1	4	-1.1	-3	-22	109	0.0
COCCNC(=O)Cc1c(C)c2c(cc(C)c3c(C(C)(C)C)coc32)oc1=O	-19	6	-1	0	-21	1.4	19	-9	102	-0.1
CCOc1ccc(C2C(C#N)=C(N)N(N(C)C)C3=C2C(=O)CCC3)cc1 (centres undefined)	-13	1	-6	-1	-7	-1.3	-1	-1	104	0.0
COC(=O)c1ccc(C)c(NC(=O)CCc2ccc(OC)c(OC)c2)c1	-7	4	1	5	1	-1.8	0	-6	98	-0.3
CCCCN1C(=O)NC(c2ccc(OC)cc2)C(C(=O)OCc2ccccc2)=C1C (centres undefined)	-5	-8	8	-2	-1	0.2	-2	-6	99	0.1
CS(=O)(=O)N(CC(=O)Nc1cccc(Cl)c1)c1ccccc1Cl	-4	6	-9	-15	8	2.1	0	3	98	0.3
COc1cc(/C=N/NC(=O)c2ccncc2)ccc1OC(=O)c1ccco1	-3	-2	-5	-1	-7	1.6	0	-1	92	0.2
NC(=O)c1nnsc1Sc1c(C(N)=O)nnn1-c1cccc(N)c1	3	-10	-4	2	-3	-3.6	-10	-1	105	0.0
Cc1ccc(C)c(NC(=O)c2sc(Cl)nc2C)c1	-2	-5	3	-15	11	0.2	1	-3	104	0.3
S=C(NCCCN1CCOCC1)Nc1ccc(Cl)c(Cl)c1	-5	1	-6	-6	8	-2.1	0	-1	92	-0.2
CN(C)CC/C=C1\c2ccccc2Sc2ccc(Cl)cc21	-5	10	1	-3	-5	-0.3	-2	-7	92	0.3
COc1ccc(S(=O)(=O)NCc2nc3nc(C)cc(C)n3n2)cc1	-3	3	2	0	8	1.4	3	x	98	-0.3
Cc1ccc(-n2nnc3c(=O)n(CC(=O)OCc4ccccc4)cnc32)cc1	-3	-5	1	75*	1	-0.4	0	x	104	1.0
Cc1cccc(CNC(=O)c2ccc3c(c2)N(C)CCS3)c1	-6	-3	12	-1	19	0.8	-1	x	106	0.0
COc1ccc(N2C(=O)c3ccccc3C2O)cc1 (centres undefined)	-3	6	-5	-4	-4	-1.0	1	13	92	0.1
O=C(c1cccs1)N1CCCC(c2nc3c(nnn3Cc3c(Cl)cccc3Cl)c(=O)[nH]2)C1 (centres undefined)	-5	-2	3	-3	-65	0.1	6	-7	96	-0.1
COc1cc(C(=O)NC(C)c2cccc3ccccc23)cc(OC)c1OC (centres undefined)	-3	0	-1	6	3	-0.1	9	1	95	-0.1
COc1ccc(Oc2nc(SC)nc3ccsc23)cc1	x	-14	2	14	7	6.9	4	-5	101	0.2
Cc1ccccc1NC(=O)CCS(=O)(=O)c1cccc2nonc12	-3	1	2	-10	12	-0.2	1	2	104	0.0
CC(=O)Nc1cc2nc(C)n(Cc3ccc([N+](=O)[O-])cc3)c2nc1C	-19	-4	2	1	17	1.0	6	8	97	0.4
Cc1ccc(NC(=O)C(C)c2ccc([N+](=O)[O-])cc2)cc1Cl (centres undefined)	-3	-7	14	0	3	-0.6	-6	18	103	2.4
CCN(CC)CCNC(=O)c1cc(-c2cccnc2)nc2ccc(S(=O)(=O)N3CCC(C)CC3)cc12	-7	-15	8	-6	-2	-0.7	-9	9	101	0.5
Cc1cc2c(cc1C)NC1(C[C@H]3CCC(=O)N4CC[C@@H](C1)[C@@H]34)C(=NC(C)(C)CC(C)(C)C)N2 (some centres undefined)	-10	5	-2	-4	1	3.1	-2	9	98	0.0
O=C1NCN(C2CCCCC2)CN1	-6	5	0	1	1	-0.5	3	12	88	-0.1
CC1CCN(CCCNC(=O)c2cn(C)c3ccc(S(=O)(=O)N4CCCC4)cc3c2=O)CC1	-5	0	4	-1	2	-0.9	-2	2	94	-0.1
O=C(CSC1=NCCS1)Nc1ccc(F)cc1	-7	-2	1	-6	-5	-0.3	2	-2	96	-0.3
CCNc1ccccc1C(=O)O	x	-4	-2	-1	23	-0.7	2	x	100	0.3
CCN(CC)C(=O)c1sc(NC(=O)c2cccs2)c(C#N)c1C	-6	-2	-4	0	2	-2.0	1	-3	104	1.3
COc1ccccc1C(=O)NNC(=O)c1cccc([N+](=O)[O-])c1	-7	2	1	-1	6	-1.9	3	-69	96	-0.6
O=C1c2cccnc2C(=O)N1Cc1ccc(S(=O)(=O)N2CCOc3ccc(Cl)cc32)cc1	x	-4	5	-1	5	-1.0	-1	-6	104	-0.2
COc1ccc(-c2cc(C(=O)Nc3cc(OC)cc(C(=O)Nc4cccc(C(F)(F)F)c4)c3)[nH]n2)cc1	-3&-31	19&8	2&-4	-13&2	31*!	6.9&7.1	-7&-3	-5&3	98&97	0.6&2.4
COc1ccc(/C=C(/NC(=O)c2ccccc2)C(=O)N2CCCCC2)cc1	-3	6	-3	-3	-1	-1.4	2	-7	98	-0.1
CCOc1cc(C)c(Cl)cc1S(=O)(=O)N(CC)CC	-5	5	-3	-1	0	-0.9	-1	-2	93	0.1
Cc1ccc(NC(=O)CCNS(=O)(=O)c2cccs2)cc1F	-3	4	-1	9	12	-1.6	-1	-9	99	0.1
O=Cc1ccc(-c2ccc(F)cc2)o1	-6	4	-1	-2	1	-3.5	0	3	96	-0.2
COc1cccc(-c2cc(C(F)(F)F)nc(N3CCCCC3)n2)c1	x	-7	-2	9	7	-1.3	1	0	90	0.5
CCOc1ccc(N2CC(C(=O)NCCN3C(=O)S/C(=C/c4cccnc4)C3=O)CC2=O)cc1 (centres undefined)	-7	0	6	-17	12	0.3	3	-3	99	0.3
O=C(C1CC1)N1CCN(C(c2ccccc2)c2ccccc2)CC1	-3	13	-5	9	13	2.8	-2	5	99	-0.2

In the list so far, these contain an NH in an aromatic ring.
SMILES	CaV13 FRET inh	Cardio protect	m5-HT2A agonist	Vif imaging	MC4R antag cAMP	MC4R ag barr	Glyco luc inh	PDI inh	ABCB6 inh MLPCN	aDG glyco act
CCOC(=O)c1[nH]c(C)c(CC(C)C)c1C	x	-4	4	10	-7	-0.2	0	-7	92	0.2
O=C(c1cccs1)N1CCCC(c2nc3c(nnn3Cc3c(Cl)cccc3Cl)c(=O)[nH]2)C1 (centres undefined)	-5	-2	3	-3	-65	0.1	6	-7	96	-0.1
COc1ccc(-c2cc(C(=O)Nc3cc(OC)cc(C(=O)Nc4cccc(C(F)(F)F)c4)c3)[nH]n2)cc1	-3&-31	19&8	2&-4	-13&2	31*!	6.9&7.1	-7&-3	-5&3	98&97	0.6&2.4

(further entries)
SMILES	CaV13 FRET inh	Cardio protect	m5-HT2A agonist	Vif imaging	MC4R antag cAMP	MC4R ag barr	Glyco luc inh	PDI inh	ABCB6 inh MLPCN	aDG glyco act
COc1ccc(NC(=O)Cn2nnc(C(=O)NCc3cccs3)c2N)cc1Cl	-6	0	14	-6	-2	3.0	0	0	99	0.0
O=C1CC(c2ccco2)=Nc2ccccc2N1	-7	11	6	4	-4	-0.5	1	-9	928	-0.3
C(=NOCc1ccccc1)c1cccnc1	-6	1	4	27	2	-1.3	-1	-1	98	0.0
S=C(NCCCCNC(=S)NCc1ccccc1)NCc1ccccc1	-3	-5	-2	4	6	-2.3	-4	10	99	0.0
O=C(CCc1ccccc1)Nc1nn[nH]n1	-5	5	3	-2	2	-0.3	-1	-6	98	0.0
Cc1ccc(-n2c(=O)c3sccc3n(CC(=O)NCc3ccco3)c2=O)cc1F	-4	3	2	-12	14	-1.6	-2	-3	92	0.1
Cc1cc(-c2ccccc2)nc(N/N=C/c2ccccc2F)n1	-19	-8	7	-3	1	0.2	1	6	91	0.0

Compound activity: PubChem BioAssay, several laboratories

This is a random part of the collection (roughly 3.6% active in at least one column).
